Kir21 inh – blocks the mouse Kir2.1 inward-rectifier potassium channel; 310,000 tested, 0.85% active; B-score at 10 µM; AID 1672; HEK293-Kir2.1, FluxOR thallium flux fluorescence; hits give low values; P35561;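 active means fluorescence ratio B-score at or below minus 3 SD of library scores, with starting-brightness B-score within 2 SD, cut at about -4.2 in these data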;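 further: channel flux triggered by added potassium and thallium sulfate stimulus; B-score of peak minus minimum fluorescence over baseline after thallium stimulus; more negative B-score means stronger Kir2.1 block with less thallium influx; some compounds called inactive have numbers as strong as hits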
Target sequence (P35561 whole entry, looked up): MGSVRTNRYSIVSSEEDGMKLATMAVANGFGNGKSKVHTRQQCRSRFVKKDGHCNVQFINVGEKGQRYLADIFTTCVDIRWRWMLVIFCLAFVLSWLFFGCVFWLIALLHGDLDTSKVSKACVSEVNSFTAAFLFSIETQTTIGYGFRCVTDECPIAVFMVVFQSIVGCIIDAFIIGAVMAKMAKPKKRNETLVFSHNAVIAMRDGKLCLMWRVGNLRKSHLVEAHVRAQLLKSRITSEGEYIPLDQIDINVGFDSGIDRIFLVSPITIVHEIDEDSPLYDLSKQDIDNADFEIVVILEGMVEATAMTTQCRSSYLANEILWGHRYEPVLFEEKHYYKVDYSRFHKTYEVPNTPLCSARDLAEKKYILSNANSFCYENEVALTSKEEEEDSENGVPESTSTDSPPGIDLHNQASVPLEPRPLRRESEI
KCNQ2 inh – KCNQ2 channel blockers in CHO-K1 cells – cell-based, FluxOR thallium flux, B-score, primary screen (AID 2156) | O88943 | B-score at 10 µM | 310,000 tested, 1.1% active | 20 min; hits give low values;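 active means fluorescence ratio B-score at most minus 3 library SDs, with starting brightness B-score within 2 library SDs, cut at about -5.5 in these data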
Starred values were filed as active, the others as inactive; i = inactive.

smiles	Kir21 inh	KCNQ2 inh
CCN(CC)S(=O)(=O)c1ccc(C)c(NC(=O)CNCc2ccccc2OC)c1	0.46	i
CC(C)n1c2ccccc2c2cc([N+](=O)[O-])ccc21	0.07	i
Cc1cccc(N(CC(=O)Nc2ccccc2-c2ccccc2)S(=O)(=O)c2ccccc2)c1C	-0.22	i
CNC(=O)c1c(N)sc2c1CCCCC2	0.15	i
CC(=O)Nc1ccc(NC(=O)CSCc2cnn(-c3ccccc3)c2-n2cccc2)cc1	-1.4	i
CCOC(=O)c1cc(NC(=O)c2ccccc2)c(=O)n2c1oc1ccccc12	-0.89	i
COc1ccc(Nc2cnn(-c3nc4ccccc4s3)c(=O)c2Cl)cc1	-0.33	i
Cc1ccc(-c2nc3ncccc3o2)cc1NC(=O)C(C)C	0	i
CC1=C(C(=O)N2CCCC(N3CCN(c4cccc(Cl)c4)CC3)C2)OCCO1 (stereo unspecified)	-0.08	i
O=C(NCCc1ccccn1)c1nc(Cn2cc(Br)cn2)no1	-0.61	i
COc1ccc(C2CC(c3cccs3)=NN2C(=O)COC(=O)C2CCCCC2)cc1OC (stereo unspecified)	1.9	i
CC(C)N(C(=O)Cn1cnc2c(cnn2-c2ccccc2Cl)c1=O)C(C)C	-1.4	i
O=C(NN1C(=O)c2ccccc2C1=O)C1CC2CCC1C2 (stereo unspecified)	-0.75	i
O=C(COc1ccccc1)Nc1ccccc1C(=O)NC1CC1	-1.5	i
Cc1ccccc1Cn1cnc2c([N+](=O)[O-])c(C)c(C)cc21	0.42	i
Cc1ccc(-c2noc(CCCC(=O)NCC3CCCO3)n2)cc1 (stereo unspecified)	-0.68	i
CC1N(O)C(c2ccc(Cl)cc2Cl)N(O)C1(C)C (stereo unspecified)	3	i
O=C(CN1C(=O)c2ccc(Br)cc2C1=O)NCC1CCCO1 (stereo unspecified)	-1.4	i
Cc1cc(-c2ccccc2)nc(N/N=C/c2ccc(O)cc2O)n1	2.3	i
CCOC(=O)c1cc(S(=O)(=O)N2CCc3ccccc32)cn1C	1.4	i
CCN(C(=O)CSc1nnc(Cc2ccccc2F)n1N)C1CCS(=O)(=O)C1 (stereo unspecified)	1	i
Brc1ccc2ncnc(NCc3ccco3)c2c1	-1.4	i
CCCNC(=O)[C@H]1N2C(=O)c3c(ccc(OC)c3OC)C2SC1(C)C (stereo partly specified)	-0.62	i
O=C(c1ccco1)N1CCN(S(=O)(=O)c2ccc3c(c2)CCN3C(=O)C2CCC2)CC1	-1.4	i
CS(=O)(=O)N1CCCC(C(=O)NCCCN2CCC(Cc3ccccc3)CC2)C1 (stereo unspecified)	-1.5	i
CCOC(=O)N1CCN(C(=O)c2cccn3c(=O)c4cc(Cl)ccc4nc23)CC1	-0.59	i
CC(Oc1ccc(F)cc1)C(=O)Nc1cccc(-c2nn[nH]n2)c1 (stereo unspecified)	-0.31	i
Cc1ccc(-n2c(C)c([N+](=O)[O-])c3ccc(O)cc32)cc1	-1.3	i
O=C(CSc1ncn[nH]1)Nc1ccc(OCc2ccccc2)cc1	-0.83	i
CC(c1ccco1)N(C(=O)c1cccs1)c1ccccn1 (stereo unspecified)	0.48	i

Continuation.
smiles	Kir21 inh	KCNQ2 inh
Cc1cccc(C)c1NC(=S)Nc1ccc(Cl)c(Cl)c1	-0.49	i
COc1ccc(C2C(CC(=O)O)=C(Nc3ccccc3)C(=O)N2c2ccccc2)cc1 (stereo unspecified)	1.1	i
CCOc1ccc(NC(=O)c2ccco2)cc1	0.03	i
CCn1nnc(NC(=O)c2cccc(-c3cc4ccccc4oc3=O)c2)n1	0.02	i
COCCNC(=O)C(=O)Nc1ccc(Cl)cc1C	-1.1	i
COC(=O)c1cc(C(=O)c2cc(F)ccc2O)cn2c(=O)c3c(C)c(C)sc3nc12	0.04	i
CCC(O)C1CCN(C(=O)c2cc(COc3ccc(F)cc3F)on2)CC1 (stereo unspecified)	0.5	i
CCC(=O)N1CCn2c1nc1ccccc12	-0.79	i
CC(=O)c1cc(F)c(N2CCN(CCC#N)CC2)cc1C	-0.14	i
COc1ccc(-c2cc(C(=O)Nc3ccc(C(N)=O)cc3)c3ccccc3n2)cc1	-1.2	i
C/C(=N\NC(=O)Cc1ccccc1[N+](=O)[O-])c1cccnc1	0.02	i
CC(=O)c1cccc(S(=O)(=O)NC2CCSc3ccccc32)c1 (stereo unspecified)	-3.9	i
CC(C)CN1CCC(=O)N([C@H](CSc2ccccc2)Cc2ccccc2)CC1	-1.5	-5.7*
N#Cc1ccc(-c2ccc(F)cc2)nc1Sc1ccccc1	-0.26	i
CCN1CCN(CCNC(=O)CCc2c(C)c3c(C)nn(-c4ccccc4)c3n(C)c2=O)CC1	-1.1	i
CCn1nnc(NC(=O)c2ccc(Br)o2)n1	-0.11	i
Cc1occc1-c1nnc(SCC(=O)c2ccc(F)cc2)o1	-2.5	i
CN(C)C(CNC(=O)c1cnc(Cl)c(Cl)c1)c1ccccc1 (stereo unspecified)	-0.84	i
CC(NC(=O)COC(=O)COc1cccc2c1OC(C)(C)C2)c1ccccc1 (stereo unspecified)	-2.6	i
C/C(=N/Nc1nc(C)c(C)s1)c1cccc([N+](=O)[O-])c1	-0.61	i
COc1ccc(NC(=O)Nc2cnccn2)c(OC)c1	-0.06	i
Cc1cc(C)c(S(=O)(=O)N2CCN(C(=O)N3CCOCC3)CC2)c(C)c1	-0.78	i
CC(C)(C)NC(=O)CCCSc1nc2ccccc2s1	-0.29	i
Cc1cccc(CN2C(=O)/C(=C\c3ccc(C(=O)NCCN4CCOCC4)cc3)Sc3ccccc32)c1	-0.39	i
Cc1ccccc1C(=O)NC(=S)Nc1ccc(S(=O)(=O)N2CCN(C)CC2)cc1	1.8	i
COC(C[C@H](O)CC(=O)COCc1ccccc1)OC	-0.02	i
O=C(CSC(=S)N1CCOCC1)Nc1nc(-c2ccccc2)c(-c2ccccc2)o1	0.47	i
CCCCCCn1c(SCCN2CCOCC2)nc2c1c(=O)[nH]c(=O)n2C	-0.63	i
CCOC(=O)C1(Cc2cccc(Cl)c2)CCCN(C(=O)CCSC)C1 (stereo unspecified)	-1.9	i
Cc1cccc(OCCSc2nnc(-c3ccoc3C)n2C)c1	-0.66	i

Additional compounds.
smiles	Kir21 inh	KCNQ2 inh
c1ccc(OCc2nc3ccccc3s2)cc1	1.8	i
O=C(Nc1ccc(F)cc1)Nc1cccc(Br)c1	0.45	i
COc1ccc(CCNC(=O)c2ccc(N(C)S(=O)(=O)c3ccc(C)cc3)cc2)cc1OC	0.01	i
c1ccc(COCCCn2cc(-c3ccccc3)nn2)cc1	-0.12	i
Cc1noc(C)c1S(=O)(=O)N1CCC(C(=O)N2CCC(C)CC2)CC1	0.34	i
C=CCOC(=O)C1=C(C)N=C2SCCC(=O)N2C1c1cccs1 (stereo unspecified)	-1.7	i
Cc1nc2c(-c3ccccc3)c(C)nn2c(C)c1CCC(=O)O	-0.25	i
O=C(O)C1CCCCN1S(=O)(=O)c1ccc2ccccc2c1 (stereo unspecified)	1.2	i
CC(C)(C)C(=O)O/N=C1\CCS(=O)(=O)c2sccc21	-1.5	i
O=C(c1coc(=O)c(Br)c1)N1CCC(C(O)(c2ccccc2)c2ccccc2)CC1	-1.6	i
Cc1ccccc1NC(=O)CSc1nc2ccccc2c2nc(CCn3cncc3C)nn12	0.49	i
CS(=O)(=O)c1ccc(N)c(SSc2cc(S(C)(=O)=O)ccc2N)c1	-0.02	i
Cc1ccccc1CO/N=C/c1[nH]ncc1Br	-1.6	i
Cc1cc(NC(=O)Nc2ccccc2)n(-c2ccccc2)n1	0.73	i
O=S(=O)(NCC1CC1)c1cc(Cl)cc(Cl)c1	1.6	i
CCc1[nH]nc(C(=O)N2CCCC(Nc3ccc(C(C)C)cc3)C2)c1C (stereo unspecified)	1.3	i
O=C(NCC(c1ccco1)N1CCOCC1)c1c(F)cccc1F (stereo unspecified)	0.99	i
CC(C)CNC(CC(=O)O)c1ccccc1 (stereo unspecified)	0.23	i
CCOc1ccc(S(=O)(=O)Nc2ccc(C(=O)N3CC(C)OC(C)C3)cc2)cc1 (stereo unspecified)	-0.19	i
CCOC(=O)C1=C(C)NC(=S)NC1C (stereo unspecified)	-0.07	i
O=C(NCCc1ccccc1)C1CCN(S(=O)(=O)N2CCCCCC2)CC1	0.55	i
O=c1c2sccc2[nH]c(=S)n1Cc1ccccc1	-0.75	i
COc1cc(S(=O)(=O)NCc2cccnc2)ccc1F	-1.1	i
COc1ccc(CC(=O)Nc2nc(-c3cc(OC)ccc3OC)cs2)cc1	-0.29	i
CN(CC(=O)Nc1cccc(F)c1)C(=O)CCCN1C(=O)c2cccc3cccc(c23)C1=O	-0.54	i
O=C(CC1S/C(=N\S(=O)(=O)c2ccc(F)cc2)N(c2ccccc2)C1=O)Nc1ccccc1 (stereo unspecified)	0.33	i
CCCCn1c(=N)n(CCOc2ccc(C)cc2)c2ccccc21	-4.6*	i
Cn1c(CNC(=O)c2ccccc2F)cc2ccccc21	-0.01	i
CCN1CCCC1CNC(=O)CSc1cc(=O)n(C)c2cc(Cl)ccc12 (stereo unspecified)	-1	i
CC(=O)Oc1ccc(/C=N/NC(=O)C2CCCN2S(=O)(=O)c2ccc(Cl)cc2)cc1 (stereo unspecified)	1	i

(next part)
smiles	Kir21 inh	KCNQ2 inh
CCCc1c(C)c2ccccc2[nH]c1=O	0.97	i
CC(CNC(=O)c1ccccc1Cl)c1ccccc1 (stereo unspecified)	0.52	i
O=C(Cn1cnc2c(cnn2-c2ccc(F)cc2)c1=O)N1CCN(c2ccccc2F)CC1	1.4	i
CCCCNC(=O)c1onc(CSc2nc3ccccc3[nH]2)c1C(=O)NCCCC	-0.86	i
OC(COCc1ccc2c(c1)OCO2)CN1CCN(Cc2ccccc2)CC1 (stereo unspecified)	-1.9	i
O=C1COc2ccccc2N1Cc1ccccc1Cl	-0.69	i
Cc1cc(NS(=O)(=O)c2ccc(NC(=O)CSc3nc4ncccc4[nH]3)cc2)nc(C)n1	-1.2	i
CCN1CCN(C2=NC(=O)/C(=C/c3ccc(C)o3)S2)CC1	0.13	i
FC(F)Oc1ccc(NC(=S)NCc2ccco2)cc1Cl	-0.75	i
COc1cc(NC(=O)C/C(C)=N/NC(=O)c2cccc(O)c2)c(OC)cc1Cl	0.71	i
Cc1cccc(NC(=O)CSc2ccc3nnc(-c4cccnc4)n3n2)c1	-1.6	i
Cc1ccc2nc(C)c3c(c2c1)N(c1ccccc1)CC3	-13*	i
CN1C(=O)C(O)(CC(=O)c2ccncc2)c2ccccc21 (stereo unspecified)	0.59	i
COc1ccc2c(Cl)c(C(=O)N/N=C3\CCCC(=O)C3)sc2c1	0.24	i
N#Cc1cnc(SCC(=O)Nc2ccccc2C(F)(F)F)nc1N	0.41	i
CCOc1ncccc1C(=O)OCC(=O)N1CCN(S(=O)(=O)c2ccccc2)CC1	0.3	i
CCOc1ccccc1NC(=O)COc1coc(CN2CCc3ccccc3C2)cc1=O	-1.2	i
O=C(COc1ccc2c(-c3ccccc3)cc(=O)oc2c1)NCC(O)c1ccccc1 (stereo unspecified)	-0.46	i
COc1ccc(C(=O)N/C(=C\c2ccc3c(c2)OCO3)C(=O)Nc2ccc(C(=O)O)cc2)cc1	-1.9	i
NS(=O)(=O)c1ccc(CCNC(=O)COC(=O)C2CCCN2C(=O)c2cccs2)cc1 (stereo unspecified)	1.1	i
CC(=O)c1ccc(NC(=S)Nc2ccc3cn[nH]c3c2)cc1	2.6	i
COC(=O)[C@@H](NC(=O)c1ccc2c(c1)S(=O)(=O)c1ccccc1C2=O)C(C)C	0.24	i
O=C(CN1CCN(c2ncc(C(F)(F)F)cc2Cl)CC1)NC(=O)NCc1ccccc1	-0.83	i
Cc1nn(Cc2ccccc2)c(Cl)c1C(=O)NC(C)(C)C	0.94	i
CC1CCCN(C2=C(NS(=O)(=O)c3ccc(Cl)cc3)C(=O)c3ccccc3C2=O)C1 (stereo unspecified)	1.1	i
COC(=O)c1cc(OC)c(OC)cc1NC(=S)N1CCN(c2ccccc2)CC1	-1.1	i
Cc1c(C(=O)O)nn(-c2cccc(C(F)(F)F)c2)c(=O)c1C#N	0.16	i
COc1cc(NC(=O)c2nccn2C)cc(C(=O)Nc2cccc(C(F)(F)F)c2)c1	1.4	i

Molecules shown so far that contain a tert-butyl group, in the order listed:
smiles	Kir21 inh	KCNQ2 inh
CC(C)(C)NC(=O)CCCSc1nc2ccccc2s1	-0.29	i
CC(C)(C)C(=O)O/N=C1\CCS(=O)(=O)c2sccc21	-1.5	i
Cc1nn(Cc2ccccc2)c(Cl)c1C(=O)NC(C)(C)C	0.94	i

Some of the entries so far, as labelled records:
compound: CCOc1ncccc1C(=O)OCC(=O)N1CCN(S(=O)(=O)c2ccccc2)CC1
  Kir21 inh: 0.3	KCNQ2 inh: i
compound: CCOc1ccccc1NC(=O)COc1coc(CN2CCc3ccccc3C2)cc1=O
  Kir21 inh: -1.2	KCNQ2 inh: i
compound: O=C(COc1ccc2c(-c3ccccc3)cc(=O)oc2c1)NCC(O)c1ccccc1 (stereo unspecified)
  Kir21 inh: -0.46	KCNQ2 inh: i
compound: COc1ccc(C(=O)N/C(=C\c2ccc3c(c2)OCO3)C(=O)Nc2ccc(C(=O)O)cc2)cc1
  Kir21 inh: -1.9	KCNQ2 inh: i

Screening data (PubChem)
